Source: PubChem BioAssay
ELG1 genotoxic: inducers of genotoxicity in HEK293T ELG1-luciferase cells | Potency, µM (highest dose often 46 µM), for the others: at the highest dose activity change, positive = activation, hits mostly activators | HEK293T ELG1-luciferase reporter, luminescence, 16 h | actives 1.3% (n = 330,000); further: potency means the concentration at half of the fitted maximal effect; % of control where 0% means no effect; nearly all actives have a fitted effect of over 60% in size
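After overnight (16 hr) compound treatment at 37 °C, ELG1-luciferase HEK293T cells were lysed with ONE-Glo; luminescence quantified 30 min later at room temperature.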
p53 reactivation: re-activators of mutant p53 | H1299 p53-A138V BP100-luciferase reporter, luminescence, 24 h | Potency, µM (top dose mostly 92.2 µM), for the others: at the highest dose activity change, positive = activation, hits mostly activators | actives 0.063% (n = 320,000) | AID 504706; further: potency means the concentration at half of the fitted maximal effect; % of control where 0% means no effect; nearly all actives have a fitted effect of over 45% in size
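H1299 (p53-null), stable ts p53-A138V + BP100-Luc; 1000 cells/well, Opti-MEM/10% FBS; cpd 4 pt, 1:5; 24 h, 37 deg C, 5% CO2; detection reagent 10 min RT; luminescence.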
Eya2 phos inh: inhibitors of human Eya2 phosphatase activity; actives 0.006% (n = 330,000); O00167; Potency, µM (doses to about 76.9 µM), for inactives: at the highest dose activity, negative = inhibition, actives largely listed as inhibitors; recombinant Eya2, OMFP fluorescence dephosphorylation (OMFP is methylfluorescein phosphate); further: potency means the concentration at half of the fitted maximal effect; on the % scale 0 is the no-effect control and ±100 the full control effect
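Eya2 protein (added as 0.2 uM solution) was preincubated with compound for 10 min at ambient temperature in 50 mM HEPES pH 7.5, 50 mM NaCl, 5 uM MgCl2, 0.05% BSA, 1 mM DTT. OMFP (added at 50 uM) then reacted 10 min; fluorescence read at 485/525 nm.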
TRPV1 agonist: activates the human vanilloid receptor TRPV1; Q8NER1; TRPV1-expressing cells, Fluo-8 calcium influx, agonist mode; activation, % at 8.33 µM; actives 0.19% (n = 320,000); in the data active means activation above about 80%; inconclusive means between about 30% and that limit; further: 0% is about no effect
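Fluo-8 calcium influx in TRPV1-expressing cells, kinetic read (ex 480/em 520 nm). Compound added and read 3 min for agonist activity, followed by capsaicin at EC20 final and 2 min further read for enhancement.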
a7 integrin act: activates integrin-mediated alleviation for muscular dystrophy; actives 0.064% (n = 350,000); alpha7betagal myoblasts, beta-gal FDG fluorescence, 48 h; Potency, µM (doses to about 38.3 µM), for inactives: at the top dose activation, actives largely listed as activators;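 further: potency means the concentration at half of the fitted maximal effect; 100% = response of the positive control SU9516; nearly all actives have a fitted effect of over 60% in size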
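Alpha7betagal+/- myoblasts (passage 13) were plated 16-24 hr, then exposed to compounds (1:260 dilution of DMSO stock) for 48 hours at 37C. After MPER lysis, β-galactosidase reporter activity was read as FDG fluorescence (ex 480/em 540) after 30 minutes.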
BRCA1 expr up: activators of BRCA1 expression; MCF7-BRCA1-FFLuc reporter, luminescence, 48 h; response scale: scaled: vehicle 0%, 10 µM genistein 100%; Potency, µM (titrated, usually from 46.1 µM), without a hit: at the top dose activation, hits mostly activators; actives 1.1% (n = 380,000); further: potency means the concentration at half of the fitted maximal effect; nearly all actives have a fitted effect of over 80% in size; some results filed as inactive show a strong effect at the top dose
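Compounds are tested at multiple concentrations on MCF7 BRCA1-luciferase reporter cells seeded at 2000 per well; after 48 h, a single luminescence end-point is taken and curves fitted to the normalized data.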
USP2a inh: inhibitors of human ubiquitin-specific protease USP2a; O75604; USP2 core, Ub-CHOP2 coupled fluorogenic reporter, 485/531; Potency, µM (highest dose often 38.3 µM), for inactives: top-dose activity change, negative = inhibition, usual class: inhibitors; actives 0.01% (n = 330,000); AID 463254;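 further: potency means the concentration at half of the fitted maximal effect; plate controls were DMSO wells for no effect and full inhibition by NEM control for full effect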
Target sequence (O75604 whole entry, looked up): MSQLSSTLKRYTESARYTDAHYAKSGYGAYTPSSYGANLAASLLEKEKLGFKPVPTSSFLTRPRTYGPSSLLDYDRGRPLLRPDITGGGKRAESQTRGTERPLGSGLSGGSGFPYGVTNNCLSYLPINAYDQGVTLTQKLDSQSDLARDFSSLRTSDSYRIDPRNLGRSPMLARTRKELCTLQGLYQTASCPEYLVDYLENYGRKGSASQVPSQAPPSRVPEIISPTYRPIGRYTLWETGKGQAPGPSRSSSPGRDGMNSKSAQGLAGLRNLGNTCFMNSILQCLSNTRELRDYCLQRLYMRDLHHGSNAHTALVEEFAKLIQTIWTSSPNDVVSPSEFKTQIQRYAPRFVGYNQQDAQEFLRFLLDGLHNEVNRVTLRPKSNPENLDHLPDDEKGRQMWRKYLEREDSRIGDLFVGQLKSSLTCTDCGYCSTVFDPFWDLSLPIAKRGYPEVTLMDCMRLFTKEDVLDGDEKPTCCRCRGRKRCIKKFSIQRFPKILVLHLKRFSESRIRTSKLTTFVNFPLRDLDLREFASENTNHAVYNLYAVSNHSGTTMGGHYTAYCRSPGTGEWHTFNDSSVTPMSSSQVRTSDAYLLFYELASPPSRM
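Deubiquitinase activity read as fluorescence (485/531 nm) after Ub-CHOP2 cleavage activates the enterokinase reporter on its substrate; USP2 core 10nM, Ub-CHOP2 and substrate 25nM each, 30min compound preincubation then 60min RT; data normalized to NEM, curves fitted.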
ASM inhibitor: human S-ASM enzyme inhibition. AID 504937. P17405. Potency, µM (top dose mostly 57.5 µM), for the others: at the highest dose activity change, negative = inhibition, usual class: inhibitors. placental ASM, HMU-PC fluorogenic substrate, 60 min. actives 0.006% (n = 340,000); further: potency means the concentration at half of the fitted maximal effect
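Human placenta-derived ASM enzyme was preincubated with compound for 10 minutes at room temperature, then given fluorogenic substrate HMU-PC0 (9 uM final) for 60 minutes at 37 °C; a pH 10 stop preceded fluorescence reading at Ex 386/Em 447 nm.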
TSG101-PTAP inh: blocks PTAP/TSG101 interaction to inhibit HIV-1 budding; Q99816; Fluorescence polarization, FITC-PTAP peptide / Tsg101 binding; Potency, µM (top dose mostly 115 µM), for inactives: at the highest dose activity change, negative = inhibition, usual class: inhibitors; 340,000 tested, under 10 active; AID 493005; active means well fitted inhibition curve with a large enough effect in the main read-out, with a control signal flat, not every such curve was filed as active; inconclusive means small, poorly fitted or top-dose-only effect, or effect the other way, or a change in a side signal; inactive means no such curve, though single readings can be large or run the other way; further: potency means the concentration at half of the fitted maximal effect; % of control where 0% means no effect
Target sequence (Q99816 whole entry, looked up): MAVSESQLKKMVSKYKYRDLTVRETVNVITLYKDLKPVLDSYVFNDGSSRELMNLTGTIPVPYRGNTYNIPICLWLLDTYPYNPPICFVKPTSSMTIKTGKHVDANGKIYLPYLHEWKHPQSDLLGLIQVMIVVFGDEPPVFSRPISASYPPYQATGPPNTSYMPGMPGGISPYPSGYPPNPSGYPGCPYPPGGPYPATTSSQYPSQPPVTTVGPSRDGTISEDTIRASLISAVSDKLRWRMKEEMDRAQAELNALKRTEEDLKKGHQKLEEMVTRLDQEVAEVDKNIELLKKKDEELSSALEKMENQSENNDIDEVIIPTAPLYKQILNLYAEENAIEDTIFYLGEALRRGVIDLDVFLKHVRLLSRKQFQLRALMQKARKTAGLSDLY
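Tsg101 binding domain (10 uM final) was mixed with compound and a FITC-labeled PTAP peptide (50 nM final) in HEPES pH 7.5 buffer with NaCl, Tween 20, EDTA and TCEP; fluorescence polarization was read after 20 min at r.t.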
uPA generation: cell surface uPA generation inhibition; cell surface uPA generation assay, qHTS; Potency, µM (top dose mostly 38.3 µM), for inactives: top-dose activity change, negative = inhibition, actives largely listed as inhibitors; actives 0.31% (n = 330,000); AID 540303; active means well fitted inhibition curve with a large enough effect; inconclusive means small, poorly fitted or top-dose-only effect; inactive means no such curve, though single readings can be large or run the other way; tested in mouse RAW 264.7 cells; further: potency means the concentration at half of the fitted maximal effect; on the % scale 0 is the no-effect control and ±100 the full control effect; nearly all actives have a fitted effect of over 55% in size
B2AR arrestin: beta2AR (human) beta-arrestin recruitment activity | AID 492947 | Potency, µM (titrated, usually from 46.1 µM), inactives show top-dose activation, actives largely listed as activators | actives 0.02% (n = 330,000) | beta-arrestin recruitment to beta2AR, cell-based reporter | P07550;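 further: potency means the concentration at half of the fitted maximal effect; 0% = DMSO controls and full agonism = EC100 isoproterenol or metaproterenol; nearly all actives have a fitted effect of over 65% in size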
* marks the source's active call; other numbers are inactive results; [ ] = remark or other dose. Unless noted, the call rests on the fitted dose curve; in most records, active means well fitted curve in the direction sought with a large enough effect; inconclusive means small, poorly fitted or top-dose-only effect, or another doubt; inactive means no such curve, though single readings can be large; an effect the other way counts as inactive or inconclusive.

COc1cc(S(=O)(=O)n2ccc(C)n2)c(OC)cc1Cl was read as ELG1 genotoxic 2%, p53 reactivation 1%, Eya2 phos inh -1%, TRPV1 agonist 2, a7 integrin act 5%, BRCA1 expr up -1%, USP2a inh 0%, ASM inhibitor 5%, TSG101-PTAP inh -8%, uPA generation -2% and B2AR arrestin 0.0%.
Screening COc1ccc(N(CC(=O)N/N=C/c2ccc(C(=O)O)cc2)S(=O)(=O)c2ccc(NC(C)=O)cc2)cc1 returned ELG1 genotoxic 0%, p53 reactivation -2%, Eya2 phos inh -4%, TRPV1 agonist -1, a7 integrin act 0%, BRCA1 expr up 4%, USP2a inh 3%, ASM inhibitor 1%, TSG101-PTAP inh -4%, uPA generation -8% and B2AR arrestin -0.4%.
For O=C(CSc1nnc(-c2ccccc2)c(-c2ccccc2)n1)NCc1ccco1 the results were ELG1 genotoxic -4%, p53 reactivation -8%, Eya2 phos inh 2%, TRPV1 agonist 5, a7 integrin act -19%, BRCA1 expr up -44%, USP2a inh 1%, ASM inhibitor -9%, TSG101-PTAP inh -4%, uPA generation -9% and B2AR arrestin 0.0%.
Screening O=C(CCCc1nc(-c2ccccc2Cl)no1)NC1CCCC1 returned ELG1 genotoxic -9%, p53 reactivation -24%, Eya2 phos inh 3%, TRPV1 agonist 7, a7 integrin act -25%, BRCA1 expr up -16%, USP2a inh 1%, ASM inhibitor 1%, TSG101-PTAP inh -1%, uPA generation 20% and B2AR arrestin 0.0%.
`COc1ccc(OC)c(Cc2nnc(CCC(=O)NC3CCCC3)o2)c1` gave ELG1 genotoxic 3%, p53 reactivation 5%, Eya2 phos inh -1%, TRPV1 agonist -1, a7 integrin act 9%, BRCA1 expr up 6%, USP2a inh 0%, ASM inhibitor 0%, TSG101-PTAP inh -1%, uPA generation -4% and B2AR arrestin 0.1%.
For CC(C)[C@H](NC(=O)c1ccccc1F)C(=O)Nc1ccc(F)c(F)c1 the results were ELG1 genotoxic 2%, p53 reactivation -2%, Eya2 phos inh -10%, TRPV1 agonist 17, a7 integrin act -18%, BRCA1 expr up -1%, USP2a inh 0%, ASM inhibitor 0%, TSG101-PTAP inh -4%, uPA generation 14% and B2AR arrestin -1.1%.
Cc1ccc2[nH]c(=O)c(CC(=O)O)c(-c3ccccc3)c2c1 was read as ELG1 genotoxic -4%, Eya2 phos inh 14%, TRPV1 agonist -5, a7 integrin act 5%, BRCA1 expr up 3%, USP2a inh 2%, ASM inhibitor -2%, TSG101-PTAP inh -4%, uPA generation 6% and B2AR arrestin 0.0%.
O=C(COC(=O)CNC(=O)c1ccco1)Nc1ccccc1OC(F)F was read as ELG1 genotoxic 0%, p53 reactivation 20%, Eya2 phos inh 5%, TRPV1 agonist -1, a7 integrin act inconclusive, BRCA1 expr up 4%, USP2a inh -2%, ASM inhibitor 2%, TSG101-PTAP inh -5%, uPA generation 7% and B2AR arrestin -0.9%.
c1ccc(-c2noc(CN3CCc4sccc4C3)n2)cc1 was read as ELG1 genotoxic 5%, p53 reactivation inconclusive, Eya2 phos inh 3%, TRPV1 agonist 6, a7 integrin act inconclusive, BRCA1 expr up 15%, USP2a inh 0%, ASM inhibitor -1%, TSG101-PTAP inh 2%, uPA generation -3% and B2AR arrestin 0.2%.
`O=C(COC(=O)[C@@H]1CCCN1S(=O)(=O)c1ccc(Cl)cc1)NC1CCS(=O)(=O)C1` (some centres undefined) gave ELG1 genotoxic 2%, p53 reactivation -1%, Eya2 phos inh -8%, TRPV1 agonist -7, a7 integrin act 12%, BRCA1 expr up 6%, USP2a inh 0%, ASM inhibitor 0%, TSG101-PTAP inh -3%, uPA generation 0% and B2AR arrestin -0.3%.
`COc1ccccc1CNC(=O)C(C)NS(=O)(=O)c1ccccc1` (centres undefined) gave ELG1 genotoxic -3%, p53 reactivation -1%, Eya2 phos inh -13%, TRPV1 agonist -1, a7 integrin act 17%, BRCA1 expr up 8%, USP2a inh 0%, ASM inhibitor 0%, TSG101-PTAP inh -1%, uPA generation 2% and B2AR arrestin -0.4%.
Screening O=S(Cc1ccc(Cl)cc1)CC(O)COCc1ccc(Cl)cc1 (centres undefined) returned ELG1 genotoxic -13%, p53 reactivation 0%, Eya2 phos inh -8%, TRPV1 agonist 0, a7 integrin act 12%[7.66 µM], BRCA1 expr up 0%, USP2a inh 0%, ASM inhibitor 5%, TSG101-PTAP inh -6% and B2AR arrestin 0.1%.
Screening COc1ccccc1CNC(=O)Cc1csc(NC(=O)Nc2ccccc2OC)n1 returned ELG1 genotoxic -8%, p53 reactivation -8%, Eya2 phos inh 22%, TRPV1 agonist -1, a7 integrin act 21%, BRCA1 expr up -15%, USP2a inh 3%, ASM inhibitor -10%, TSG101-PTAP inh 1%, uPA generation 0% and B2AR arrestin 5.9%.
`O=C(COC(=O)c1cccnc1Cl)Nc1ccc2c(c1)OCO2` gave ELG1 genotoxic -2%, p53 reactivation 5%, Eya2 phos inh 5%, TRPV1 agonist -3, a7 integrin act 0%, BRCA1 expr up 0%, USP2a inh 0%, ASM inhibitor -4%, TSG101-PTAP inh -4%, uPA generation 3% and B2AR arrestin 0.3%.
`O=C(NCC1CCCO1)c1cccc2ccccc12` (centres undefined) gave ELG1 genotoxic -4%, p53 reactivation -2%, Eya2 phos inh -10%, TRPV1 agonist -1, a7 integrin act -16%, BRCA1 expr up 0%, USP2a inh 1%, ASM inhibitor 6%, TSG101-PTAP inh -3%, uPA generation 2% and B2AR arrestin 0.8%.
For O=C(COC(=O)C1CCN(S(=O)(=O)c2cccc3cccnc23)CC1)c1ccccc1 the results were ELG1 genotoxic -1%, p53 reactivation -8%, Eya2 phos inh 2%, TRPV1 agonist 0, a7 integrin act 21%, BRCA1 expr up 8%, USP2a inh 1%, ASM inhibitor -2%, TSG101-PTAP inh 2%, uPA generation -1% and B2AR arrestin -0.6%.
`O=C(c1ccc(S(=O)(=O)N2CCOCC2)cc1)N(c1ccccn1)C1CCCCC1` gave ELG1 genotoxic -5%, p53 reactivation -1%, Eya2 phos inh -12%, TRPV1 agonist 8, a7 integrin act 16%, BRCA1 expr up -17%, USP2a inh 0%, ASM inhibitor 1%, TSG101-PTAP inh -6%, uPA generation -1% and B2AR arrestin -0.5%.
For S=c1[nH]ncn1/N=C/c1ccccn1 the results were ELG1 genotoxic 1%, p53 reactivation 1%, Eya2 phos inh -1%, TRPV1 agonist 0, a7 integrin act 12%, BRCA1 expr up -19%, USP2a inh 0%, ASM inhibitor 6%, TSG101-PTAP inh -3%, uPA generation 1% and B2AR arrestin 0.0%.
`CCOc1ccc(NCc2nnc(SCC(=O)Nc3cc(C)on3)n2-c2ccccc2OC)cc1` gave ELG1 genotoxic -2%, p53 reactivation 5%, Eya2 phos inh 2%, TRPV1 agonist 0, a7 integrin act 5%[7.66 µM], BRCA1 expr up -69%, USP2a inh 3%, ASM inhibitor -1%, TSG101-PTAP inh -4% and B2AR arrestin -0.4%.
`O=C(c1ccccc1SCc1ccc(F)cc1)N1CCOCC1` gave ELG1 genotoxic -4%, p53 reactivation -1%, Eya2 phos inh -9%, TRPV1 agonist 11, a7 integrin act inconclusive, BRCA1 expr up -5%, USP2a inh 3%, ASM inhibitor 1%, TSG101-PTAP inh 1%, uPA generation 2% and B2AR arrestin -0.4%.
`O=C(CNC(=O)c1ccc(Cl)cc1)Nc1ccccc1C(F)(F)F` gave ELG1 genotoxic 0%, p53 reactivation -2%, Eya2 phos inh 2%, TRPV1 agonist 2, a7 integrin act 14%, BRCA1 expr up -5%, USP2a inh -1%, ASM inhibitor 0%, TSG101-PTAP inh -1%, uPA generation 12% and B2AR arrestin 0.2%.
Screening COC(=O)[C@H](Cc1c[nH]c2ccccc12)NC(=O)NCc1ccc(OC)c(OC)c1 returned ELG1 genotoxic 1%, p53 reactivation 0%, Eya2 phos inh 1%, TRPV1 agonist -5, a7 integrin act 16%, BRCA1 expr up -12%, USP2a inh -4%, ASM inhibitor -5%, TSG101-PTAP inh -2%, uPA generation 1% and B2AR arrestin 0.9%.
